TAAR1 ag: agonists of human TAAR1; CHO RD-HGA16 TAAR1, Fluo-8 calcium fluorescence; vehicle wells 0%, saturating PEA agonist 100%; 360,000 compounds, 0.99% hits; activation, % at 3 µM; Q96RJ0;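 active means activation above the mean activation of all test compounds in the run plus 3 SD, cut at about 38% in these data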
Target sequence (Q96RJ0 whole entry, looked up): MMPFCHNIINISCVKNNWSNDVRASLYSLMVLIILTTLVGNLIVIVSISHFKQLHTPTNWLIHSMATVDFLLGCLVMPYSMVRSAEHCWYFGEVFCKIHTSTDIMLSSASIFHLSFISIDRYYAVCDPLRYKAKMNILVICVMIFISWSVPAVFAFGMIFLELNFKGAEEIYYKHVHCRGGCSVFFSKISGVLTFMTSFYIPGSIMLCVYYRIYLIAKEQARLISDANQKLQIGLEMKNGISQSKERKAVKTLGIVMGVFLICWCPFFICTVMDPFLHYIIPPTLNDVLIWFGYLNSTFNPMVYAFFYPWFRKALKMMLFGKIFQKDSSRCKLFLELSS
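Assay system – CHO-derived RD-HGA16 cells with stable Gα16 and human TAAR1 · Compound dosing – one-point dosing at 3 µM (nominal) · Incubation – 17-24 h seeding, 75 min 37 °C dye, 30 min RT · Measured by – kinetic Fluo-8 calcium fluorescence · Control set – DMSO vehicle as 0%, PEA at EC100 as 100% · Repeats – single well for each compound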
CHO-K1 Ca antag: counter-screen for M1 antagonists: effect in parental CHO-K1 cells; ATP-induced calcium, Fluo-8 fluorescence; inhibition, % at 3 µM; 360,000 compounds, 0.6% hits; AID 602250;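 active means inhibition above a per-plate cutoff, the plate's mean sample inhibition plus 3 SD, cut at about 24% in these data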;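 further: 0% = DMSO plus EC80 ATP and 100% = DMSO alone without ATP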
CHO-K1 Ca PAM: counter-screen for M1 PAMs: effect in parental CHO-K1 cells; ATP EC20, Fluo-8 calcium fluorescence; 0% at ATP EC20, 100% at ATP max; activation, % at 3 µM; 360,000 compounds, 0.02% hits; AID 602247;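 active means activation above the run cutoff, the mean activation of all test compounds plus 3 SD, cut at about 40% in these data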;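 further: peak over basal fluorescence ratio in a 140 s read after ATP addition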
TAAR1 antag: antagonists of human TAAR1; Q96RJ0; CHO RD-HGA16 TAAR1, Fluo-8 calcium fluorescence, antagonist; inhibition, % at 3 µM; 360,000 compounds, 1.5% hits; AID 624466;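 active means inhibition above a per-plate cutoff, the mean inhibition of test compounds on that plate plus 3 SD, cut at about 49% in these data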;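 further: 0% = DMSO plus EC80 beta-PEA response and 100% = DMSO alone without agonist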
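System: RD-HGA16 CHO cells with stable hTAAR1 and Gα16 | Probe or stimulus: EC80 β-phenethylamine stimulus | Dosing: 3 µM, single point | Times: Dye loading 75 min at 37 °C, then 30 min room temperature | Measured by: Fluo-8 calcium-sensitive fluorescence | Read-out basis: % inhibition of agonist calcium response | Replicates: n of 1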
M1 antag: human CHRM1 antagonism | inhibition, % at 3 µM | 360,000 compounds, 1.3% hits | AID 588852 | CHO-K1 hM1, Fluo-8 calcium fluorescence, ACh EC80 antagonist | P11229;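 active means percent inhibition above its own plate's cutoff, namely the mean of that plate's compound wells plus 3 SD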;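 further: peak over basal fluorescence ratio during 140 s after agonist addition; 0% = ACh EC80 plus DMSO and 100% = DMSO alone without agonist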
Target sequence (P11229 whole entry, looked up): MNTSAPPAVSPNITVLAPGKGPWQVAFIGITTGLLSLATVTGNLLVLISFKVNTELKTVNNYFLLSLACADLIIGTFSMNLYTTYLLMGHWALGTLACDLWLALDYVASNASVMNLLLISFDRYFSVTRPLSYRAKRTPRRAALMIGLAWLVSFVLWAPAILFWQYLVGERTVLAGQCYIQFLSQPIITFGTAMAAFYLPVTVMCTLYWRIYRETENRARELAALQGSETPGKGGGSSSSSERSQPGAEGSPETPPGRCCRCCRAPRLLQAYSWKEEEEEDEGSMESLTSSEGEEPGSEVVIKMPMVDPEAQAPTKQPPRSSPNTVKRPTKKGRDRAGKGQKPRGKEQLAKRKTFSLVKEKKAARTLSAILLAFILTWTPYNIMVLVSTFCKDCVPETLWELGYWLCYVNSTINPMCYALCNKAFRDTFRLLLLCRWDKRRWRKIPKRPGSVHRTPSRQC
CHO-K1 Ca ag: nonselective activator or artifact in parental CHO-K1 cells. 360,000 compounds, 0.48% hits. AID 602248. Fluo-8 calcium fluorescence; scaled to maximal ATP response, vehicle zero. activation, % at 3 µM; in the data active means activation above about 15%;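 further: untransfected CHO-K1 host cells lacking M1 receptor as counterscreen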
CHRM1 agonist: agonists of human M1 muscarinic receptor | P11229 | CHO-K1 hM1, Fluo-8 calcium fluorescence, agonist mode; 0% DMSO, 100% acetylcholine EC100 | AID 588814 | activation, % at 3 µM | 360,000 compounds, 0.33% hits;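 active means activation above the run's mean compound activation plus 3 SD, cut at about 16% in these data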;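 further: peak over basal fluorescence ratio within a 140 s kinetic read after compound addition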
CHRM1 PAM: human CHRM1 positive allosteric modulation; P11229; CHO-K1 hM1, Fluo-8 calcium fluorescence, ACh EC20; 0% = ACh EC20, 100% = maximal ACh; activation, % at 3 µM; 360,000 compounds, 0.088% hits; in the data active means activation above about 19%, passing the limit was not always enough
CHO parental Ca: counter-screen for OX1R antagonists: effect in parental CHO cells. inhibition, % at 5.6 µM. 330,000 compounds, 0.63% hits. parental CHO-K1, ATP-induced calcium, Fluo-8 fluorescence. AID 463079;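 active means inhibition above that plate's mean sample inhibition plus 3 SD, cut at about 26% in these data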;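 further: 0% = ATP-challenged DMSO wells and 100% = DMSO wells without ATP; some compounds past the cut are filed as inactive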
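Material – parental CHO cells · Reagent – ATP stimulus · Compound – single nominal dose of 5.6 µM per compound · Detection – Fluo-8 fluorescence · Read-out basis – percent inhibition of calcium signal · Controls – ATP-challenged DMSO wells low, unchallenged DMSO wells high · Repeats – no replicates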
* marks the source's active call; other numbers are inactive results; . = not tested or not shown. The order is random; any-hit rate near 4.4%.

structure	TAAR1 ag	CHO-K1 Ca antag	CHO-K1 Ca PAM	TAAR1 antag	M1 antag	CHO-K1 Ca ag	CHRM1 agonist	CHRM1 PAM	CHO parental Ca
COCc1cccc(C2=CC(=O)C[C@H](c3ccc(OC)cc3)C2)c1	12	-11	0	32	3	0.2	-4	-2	-17
CC(=O)c1cc(CN2CCN(CC=C(C)C)C(CCO)C2)cs1 (stereo unspecified)	0	-12	17	1	-16	0.4	-7	5	-5
CN(C(=O)OCc1ccccc1)C(CC(N)=O)C(=O)O (stereo unspecified)	-3	-11	-3	3	-7	-0.1	-2	2	-3
CC(=O)c1cc(C#N)c(SCC(=O)C(C)(C)C)nc1C	10	-10	16	17	-3	0.5	-6	1	-14
Cc1cc(NC(=O)C23CC4CC(CC(C4)C2)C3)n[nH]1	3	-16	19	-13	-7	1.5	-4	9	-10
COc1ccc(C)cc1NC(=O)C1CCN(S(=O)(=O)c2cccc3nonc23)CC1	2	-6	6	-5	-12	3.1	-3	11	-14
COc1cccc(-n2c(SCC(=O)NC3CC3)nc3ccccc3c2=O)c1	4	-8	22	-16	-10	2.1	0	7	.
CCN1CCc2c(C#N)c(N3CCOCC3)nc(N3CCOCC3)c2C1	2	8	2	3	-15	-0.1	-3	0	-2
Cc1ccccc1-c1csc(N)n1	2	-3	-19	21	1	-0.2	-4	-4	.
Cc1cccc(OCC(=O)Nc2ncn[nH]2)c1C	1	-9	19	-17	-10	1.7	0	13	-3
OCC1(Cc2ccccc2C(F)(F)F)CCN(Cc2ccc3c(c2)CCO3)CC1	0	-3	-12	10	12	0.0	-7	-8	-20
Cc1ccc2c(CC(=O)OC3CCOC3=O)coc2c1 (stereo unspecified)	5	-9	28	1	-2	0.4	-5	9	-18
O=C1OC(c2ccc(Br)cc2)=N/C1=C\N1CCCCC1	2	-9	24	1	-4	0.6	-2	8	-5
CCOC(=O)c1c(C)c(C(=O)NCc2ccco2)c(C)n1Cc1ccccc1	.	-12	6	.	-12	1.0	-6	4	-22
COc1ccccc1N1C(=O)C(Cl)=C(N2CCCC2)C1=O	2	-8	25	-2	-16	-0.1	-6	5	-13
O=C(c1cc(COc2ccc(F)cc2F)on1)N1CCOCC1	1	-9	2	13	-9	1.6	-3	5	-10
CCO[C@@H]1OC(C(=O)NCc2ccccc2)=C[C@H](C)[C@H]1CCCO	5	-12	16	0	6	2.0	-5	-2	-15
NC(=O)c1ccsc1NC(=O)CCS(=O)(=O)c1ccc(Cl)cc1	4	-16	-3	0	-16	6.4	3	9	.
CCCCCC1=NN2C(=O)CC(=O)N=C2S1	0	-16	20	-14	-8	0.4	-2	7	-4
Cc1ccccc1N(C(=O)c1snc(C(N)=O)c1N)C(C(=O)NCC1CCCO1)c1ccc(N(C)C)cc1 (stereo unspecified)	17	-8	-17	46	-5	2.2	1	0	-18
O=C(COc1ccc(Cl)cc1Cl)Nc1ccc(S(=O)(=O)NC2=NCCCCC2)cc1	4	4	3	-14	-10	0.7	-6	5	-17
CSc1nsc(/C=C/Nc2ccc(O)cc2C)c1C#N	2	3	3	-15	-2	0.3	-7	4	-7
CC1=CN(S(=O)(=O)c2ccc(C)cc2)C[C@@H]2[C@H]3CC[C@H](C3)[C@H]12	2	-30	5	17	-5	0.3	-5	2	-24
COc1ccc2nc3ccccc3nc2c1NC(=O)c1ccccc1Cl	6	-1	6	20	-5	2.9	-5	-1	-27
C/C(=C\c1ccccc1)CN1CCN(Cc2ccc(C)o2)C(CCO)C1 (stereo unspecified)	1	-11	-1	-20	-5	-0.3	-7	7	0
N#CC1=C(N)SC(N)=C(C#N)C1c1cccc(O)c1	14	-7	16	0	-3	4.9	1	-1	4
COc1ccccc1NC(=O)COC(=O)C1CCCC1	7	12	-2	-5	1	-0.6	-1	8	-5
COC(=O)CCCC(=O)N1CCCC(CCC(=O)NCc2ccc(F)c(F)c2)C1 (stereo unspecified)	9	6	19	-4	-13	-0.2	-11	11	-6
COc1cc(CN2C[C@@H](CO)O[C@@H](n3cnc4c(NCC(C)C)ncnc43)C2)cc(OC)c1OC	8	-2	-3	-22	-9	-0.1	-2	2	.
COc1ccccc1NCc1cc(=O)oc2c(C)c(O)ccc12	6	1	-3	21	9	10	-3	-7	-9

Additional entries.
structure	TAAR1 ag	CHO-K1 Ca antag	CHO-K1 Ca PAM	TAAR1 antag	M1 antag	CHO-K1 Ca ag	CHRM1 agonist	CHRM1 PAM	CHO parental Ca
O=C(Cc1ccc(NC(=O)C2CCCN(C(=O)c3ccccc3)C2)cc1)Nc1ccc(C(=O)N2CCOCC2)cc1 (stereo unspecified)	2	-18	3	-27	-14	0.2	-1	9	.
Cc1ccc(S(=O)(=O)Nc2ccc(C(=O)NCc3ccncc3)cc2)cc1	1	1	-5	-8	6	0.3	-3	-1	-5
COc1ccc(C2=C(CC(=O)O)C(=O)CC2)cc1	4	-6	18	0	-14	0.2	-6	12	-11
N#Cc1nc(COc2ccc(F)cc2)oc1NCCCn1ccnc1	9	-8	12	18	-1	1.2	-7	-5	1
O=C1Nc2ccccc2N=C(c2ccc3c(c2)OCO3)C1N(CCc1ccccc1)C(=O)CSc1ncccn1 (stereo unspecified)	41*	5	16	35	21	3.3	-9	-14	.
Cc1[nH]n(-c2cccc3ccccc23)c(=O)c1/C=N/NC(=O)c1cccc([N+](=O)[O-])c1	0	8	5	-2	3	-0.1	-5	-1	-13
COc1ccc(C(=O)NCc2cc3ccccc3n2C)cc1	6	-18	15	-6	-16	1.4	-5	7	-11
O=C(O)CCC1(CCC(=O)O)c2ccccc2-c2ccccc21	6	1	26	-8	-3	0.2	1	2	3
CCCOC(=O)C(=O)NNc1ccccc1	2	-9	25	7	-11	1.0	-3	9	4
COc1cccc(-c2cc(C(=O)O)no2)c1	11	-23	12	-6	-24	0.6	-2	4	-11
O=C(Cn1[nH]c(=O)c2ccccc2c1=O)OCC(=O)N1CCCc2ccccc21	4	3	14	-6	2	2.6	-4	3	-16
NN=C(NN=Cc1ccccc1)c1ccccc1	2	-6	17	2	-14	0.9	-2	10	.
COCCNC(=O)C1(C)CCCN(Cc2ccc(C)c3ccccc23)C1 (stereo unspecified)	-1	4	-7	-20	-13	-0.5	-7	8	.
CCOc1ccc(OCC)c(NC(=O)CSc2nnc(Cn3cnc4ccccc43)n2C)c1	2	-30	-2	-6	-2	1.8	-11	1	-6
COc1ccc(OC)c(Nc2nc(-c3ccncc3)nc3ccccc23)c1	3	-13	14	16	-1	2.0	-8	-3	.
CCCCn1c(Cc2ccccc2)n[nH]c1=S	6	4	-6	0	86*	-0.3	-5	-20	-14
Cc1ccc(/C(O)=C2\C(=O)C(=O)N(CCN(C)C)C2c2ccccc2F)cc1 (stereo unspecified)	2	-8	7	18	-6	0.0	-6	2	14
COc1ccc(NC(=O)CSc2cc(C)ccc2C)cn1	8	0	0	-11	19	0.8	-4	-6	-23
CCCCNC(=O)c1sc(=S)n2c1[nH]c(=O)c1ccccc12	34	-3	-3	5	6	6.0	4	0	3
Cc1ccc(-c2noc(CN(C(=O)Cc3ccccc3)C(C)C)n2)cc1	5	-9	6	3	2	0.3	-7	-1	-11
O=C(CN1CCN(c2ccc(Cl)cc2)CC1)Nc1ccc(F)cc1	8	6	9	4	-2	1.1	1	5	-2
CCSc1nnc(NC(=O)c2cccnc2)s1	17	1	-3	15	5	0.2	-3	-3	-1
COc1cccc(C=Nc2ccccc2C(=O)Nc2ccccc2)c1O	-2	-2	23	2	-1	0.6	-12	13	-4
CN1CCC(N(C)C(=O)/C(C#N)=C/c2ccc(OC(F)F)cc2)CC1	5	-10	15	-10	-21	1.5	-3	21	.
COc1ccc(OCC(=O)N/N=C2\CCc3ccccc32)cc1	5	21	-6	6	-18	-0.5	-4	1	-1
Cc1cccc(CNc2ncc(-c3cccc([N+](=O)[O-])c3)n2C)c1	0	-14	22	-1	22	0.4	-5	-18	-30
CSc1cccc(NS(=O)(=O)c2ccc(-c3coc(C)n3)cc2)c1	2	4	-10	16	17	11	1	-10	11
COc1ccc(OC)c(CN2CCN(CCc3ccccc3)C(CCO)C2)c1 (stereo unspecified)	0	-22	25	-7	-9	0.8	-14	5	-19
O=C(NNC(=O)c1nc2ccccc2[nH]1)OCc1ccccc1	14	-15	2	1	0	0.4	-3	2	-13
Cc1cc(C)n(/N=C/c2ccccc2O)c(=O)c1	0	-1	-9	13	-11	-0.3	-7	6	5

More compounds
structure	TAAR1 ag	CHO-K1 Ca antag	CHO-K1 Ca PAM	TAAR1 antag	M1 antag	CHO-K1 Ca ag	CHRM1 agonist	CHRM1 PAM	CHO parental Ca
Cc1ccc(N(CC(=O)N=Nc2c(O)[nH]c3ccccc23)S(C)(=O)=O)c(C)c1	13	-3	17	7	-10	0.5	-9	11	-23
CC(=O)c1ccc(NC(=O)CSc2nnc(-c3ccco3)c(-c3ccco3)n2)cc1	3	1	7	6	-2	0.0	-7	9	-17
CN(CC(=O)Nc1ccc(Cl)cc1)C(=O)COc1ncnc2ccccc12	5	-5	-21	-24	3	0.1	-5	-4	-17
COC(=O)c1cccc(S(=O)(=O)N2CCC(c3nc4ccccc4o3)CC2)c1	11	-9	18	10	-8	2.4	-2	5	-2
COc1ccc(C(=O)NNC(=S)NC(=O)c2ccc(Br)o2)cc1OC	50*	4	-12	11	-2	0.4	-2	2	-1
C=CC[C@@H](CC(=O)OC(C)(C)C)C(=O)OC[C@H]1CCCN1C(=O)[C@@H](CC=C)CC(=O)NCCO	5	-16	10	8	-5	0.2	-3	3	-15
Cc1ccc(C(=O)NNC2CC(=O)N(c3ccc4c(c3)OCCO4)C2=O)cc1 (stereo unspecified)	5	-16	18	6	-13	0.7	-2	8	-8
CN1C[C@@H]2[C@@H]3C(=O)N(Cc4ccccc4)C(=O)[C@@H]3[C@](C)(C1=O)N2C(=O)c1ccc(Br)cc1	2	-4	9	8	3	1.1	-5	-2	.
CC(C)Cc1nnc(NC(=O)CCC(=O)N2CCN(c3ccc(F)cc3)CC2)s1	3	2	7	-26	-4	0.8	-3	0	-28
CCN(CC)C(=O)C1=C(C)N(Cc2ccc(OC)cc2)C(=O)C(CC(=O)NCCCCc2ccccc2)C1 (stereo unspecified)	1	-12	5	-9	-33	-0.4	23*	16	.

Ordered by value in TAAR1 antag (smallest number first): 3 of the compounds above
| structure | TAAR1 antag |
| --- | --- |
| COc1ccc(C(=O)NCc2cc3ccccc3n2C)cc1 | -6 |
| COc1ccc(C)cc1NC(=O)C1CCN(S(=O)(=O)c2cccc3nonc23)CC1 | -5 |
| CCCCNC(=O)c1sc(=S)n2c1[nH]c(=O)c1ccccc12 | 5 |

Source: PubChem
